ERG-DNA inh – qHTS for Small Molecule Inhibitors of the ERG Ets/DNA interaction | Transcriptional regulator ERG (Homo sapiens), P11308 | fluorescence polarization, His-ERG Ets domain / labelled DNA | Potency, µM (doses to about 76.9 µM), for inactives: at the highest dose FP activity, negative = inhibition, usual class: inhibitors | hit rate 0.028% among 370,000 | AID 624246, 2012; active means well fitted inhibition curve with a large enough effect in the polarisation, with a control signal flat; inconclusive means small, poorly fitted or top-dose-only effect, or effect the other way, or a change in a side signal; inactive means no such curve, though single readings can be large or run the other way; the % refers to the polarisation;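 further: polarization taken with two DNA probes labelled with fluorescein and Texas red; potency means the concentration at half of the fitted maximal effect; % of control where 0% means no effect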
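His-tagged ERG Ets domain (1 uM in the protein solution; 300mM KCl, 50mM Tris-HCl, 1mM EDTA, 1mM DTT, pH 7.5) received compound, then a probe mix of 5 nM fluorescein-DNA and 100nM Texas-615-DNA. Fluorescence polarization was read for both dyes.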
HP1b binding inh – HTS for Inhibitors of HP1-beta Chromodomain Interactions with Methylated Histone Tails; Chromobox protein homolog 1 (Homo sapiens), P83916; AlphaScreen HP1-beta / biotin-H3K9me3 peptide binding; Potency, µM (titrated, usually from 114 µM), for the others: at the highest dose activity change, negative = inhibition, hits mostly inhibitors; hit rate 0.56% among 390,000; AID 540317, 2011; further: potency means the concentration at half of the fitted maximal effect; nearly all actives have a fitted effect of over 70% in size; inactives centre near 23
Target sequence (P83916 whole entry, looked up): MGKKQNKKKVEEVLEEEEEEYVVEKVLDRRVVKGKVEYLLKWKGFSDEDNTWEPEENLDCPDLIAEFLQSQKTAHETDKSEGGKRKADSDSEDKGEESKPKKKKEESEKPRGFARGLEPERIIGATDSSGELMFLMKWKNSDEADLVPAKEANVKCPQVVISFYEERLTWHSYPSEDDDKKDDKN
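HP1-beta protein (50 nM final) preincubated 30 min at room temperature with biotinylated H3(1-18)K9me3 peptide (50 nM) in PBS pH 7.4, 0.01% Tween-20, then compound added for 30 min. AlphaScreen streptavidin donor/nickel chelate acceptor beads (10 ug/mL final), 30 min dark, luminescence read.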
BAZ2B inh – qHTS Assay for Inhibitors of BAZ2B | Bromodomain adjacent to zinc finger domain protein 2B (Homo sapiens), Q9UIF8 | AlphaScreen BAZ2B-H3K14Ac peptide displacement | Potency, µM (titrated, usually from 114 µM), inactives show top-dose activity change, negative = inhibition, hits mostly inhibitors | hit rate 4.4% among 360,000 | AID 504333, 2011; further: potency means the concentration at half of the fitted maximal effect; on the % scale 0 is the no-effect control and ±100 the full control effect; nearly all actives have a fitted effect of over 60% in size
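BAZ2B (50 nM) with biotin-H3(5-23)K14Ac peptide (50 nM) in PBS pH 7.4, 0.01% Tween-20, preformed 30 min, then compound 30 min at room temperature; top concentration 110uM. AlphaScreen streptavidin donor/nickel chelate acceptor beads (10 ug/mL final), 20 min dark, signal read.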
G9a inh – qHTS Assay for Inhibitors of Histone Lysine Methyltransferase G9a | Histone-lysine N-methyltransferase EHMT2 (Homo sapiens), Q96KQ7 | G9a H3K9 monomethylation, AlphaScreen, 2 h | Potency, µM (top dose mostly 102 µM), for the others: at the top dose activity, negative = inhibition, hits mostly inhibitors | hit rate 8.8% among 350,000; further: potency means the concentration at half of the fitted maximal effect; on the % scale 0 is the no-effect control and ±100 the full control effect; nearly all actives have a fitted effect of over 75% in size
Target sequence (Q96KQ7 913-1193 limits assumed): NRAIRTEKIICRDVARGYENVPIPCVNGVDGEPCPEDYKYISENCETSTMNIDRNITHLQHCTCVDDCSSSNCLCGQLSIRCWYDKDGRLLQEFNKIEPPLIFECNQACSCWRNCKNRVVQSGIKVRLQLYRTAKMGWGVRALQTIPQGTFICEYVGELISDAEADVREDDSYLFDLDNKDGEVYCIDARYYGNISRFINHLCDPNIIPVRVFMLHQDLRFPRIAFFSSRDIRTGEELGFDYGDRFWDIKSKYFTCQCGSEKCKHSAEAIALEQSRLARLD
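Enzyme 20 nM + cpd, 15 min RT; add b-H3K9 pep 500 nM / SAM 20 uM; 2 h RT; anti-H3K9me1 Ab 0.5 ug/mL + SA donor / anti-rabbit acceptor beads 20 ug/mL each, 10 min; AlphaScreen read.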
GLS inh – qHTS for Inhibitors of Glutaminase (GLS); GLS enzymatic activity, qHTS titration; Potency, µM (series often up to 45.5 µM), for the others: top-dose activity change, negative = inhibition, usual class: inhibitors; hit rate 0.21% among 410,000; further: potency means the concentration at half of the fitted maximal effect; on the % scale 0 is the no-effect control and ±100 the full control effect
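Compounds were pin-transferred onto hKGA, after which L-glutamine (1 mM solution) and a detection mix of glutamate oxidase, HRP and Amplex Red were added. Initial and 30 min RT fluorescence reads were collected.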
JMJD2A Tudor – qHTS Assay for Inhibitors of JMJD2A-Tudor Domain. Lysine-specific demethylase 4A (Homo sapiens), O75164. AlphaScreen JMJD2A-Tudor / H3K4me3 peptide binding. Potency, µM (series often up to 114 µM), for inactives: top-dose activity change, negative = inhibition, actives largely listed as inhibitors. hit rate 4.4% among 390,000; further: potency means the concentration at half of the fitted maximal effect; on the % scale 0 is the no-effect control and ±100 the full control effect; nearly all actives have a fitted effect of over 50% in size
RGS4 inhibitor – Inhibitors of Regulator of G Protein Signaling (RGS) 4: qHTS; Potency, µM (highest dose often 114 µM), for inactives: at the top dose activity change, negative = inhibition, actives largely listed as inhibitors; Regulator of G-protein signaling 4 (Homo sapiens), P49798; AID 504845, 2011; Transcreener GDP fluorescence polarization, RGS4-accelerated GTP hydrolysis; hit rate 0.039% among 390,000; further: potency means the concentration at half of the fitted maximal effect; on the % scale 0 is the no-effect control and ±100 the full control effect; nearly all actives have a fitted effect of over 75% in size; some results filed as inactive show a strong effect at the top dose
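MLSMR compounds (23 nl, pin-transferred) preincubated 10 min at room temperature with a 500nM (2x) first reagent, then RGS4 at 900nM (2x) plus Transcreener GDP mix added; fluorescence polarization (620/688 nm) read before and after 90 min at 30 °C.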
ALOX12 inh – Primary qHTS assay for inhibitors of human arachidonate 12S-lipoxygenase (ALOX12): Round 2 | Potency, µM (doses to about 108 µM), without a hit: at the top dose activity change, negative = inhibition, most hits filed as inhibitors | AID 1671190, 2021 | hit rate 1.1% among 580,000 | purified 12hLO, xylenol orange hydroperoxide absorbance; further: potency means the concentration at half of the fitted maximal effect; on the % scale 0 is the no-effect control and ±100 the full control effect
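Hydroperoxide product was detected by ferrous iron/xylenol orange as the 573 to 405 nm absorbance ratio. Arachidonic acid at 40 uM (final) was turned over for 30 min at room temperature by 150 nM human 12hLO, pH 7.0 Hepes buffer, after 15 min compound preincubation.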
PI4K2A inh – qHTS for small molecular inhibitors of PI4K2A. hit rate 0.13% among 420,000. activity change, negative = inhibition, % at 76.9 µM. purified PI4K2A, ADP-Glo luminescence, 1 h; stronger effect = lower value. AID 1346378, 2018; in the data active means activity change below about -50%; inconclusive means mostly about -30% to -49%;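 further: -100% = wells without enzyme as full effect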
Target sequence (Q9BTU6 whole entry, looked up): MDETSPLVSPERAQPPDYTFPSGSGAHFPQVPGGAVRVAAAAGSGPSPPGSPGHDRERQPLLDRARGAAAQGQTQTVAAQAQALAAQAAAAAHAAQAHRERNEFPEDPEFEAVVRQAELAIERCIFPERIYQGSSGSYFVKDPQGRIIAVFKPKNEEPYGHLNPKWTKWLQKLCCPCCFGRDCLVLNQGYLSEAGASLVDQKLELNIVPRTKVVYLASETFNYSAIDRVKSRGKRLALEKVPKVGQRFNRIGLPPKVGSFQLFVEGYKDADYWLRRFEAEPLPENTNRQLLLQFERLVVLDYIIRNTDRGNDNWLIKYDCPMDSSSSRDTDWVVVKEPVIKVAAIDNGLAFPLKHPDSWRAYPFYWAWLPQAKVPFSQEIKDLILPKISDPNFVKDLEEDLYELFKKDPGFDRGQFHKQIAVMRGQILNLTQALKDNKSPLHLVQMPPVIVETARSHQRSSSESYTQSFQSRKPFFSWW
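ADP-Glo luminescence measured ADP generated by PI4K2A enzyme (4 ug/mL before mixing) with 1.2 mM PI substrate (pre-mix) and 300 microM ATP (pre-mix). Tris pH7.5 buffer with MgCl2, Triton X-100; 1 h reaction at ambient temperature.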
The depositor's hits bear a star; i = inactive; ? = inconclusive; · = no result given; & = joins results of further samples; [ ] = remark or other dose. Unless noted, the call rests on the fitted dose curve; in most records, active means well fitted curve in the direction sought with a large enough effect; inconclusive means small, poorly fitted or top-dose-only effect, or another doubt; inactive means no such curve, though single readings can be large; an effect the other way counts as inactive or inconclusive. A portion of the library, so the mix of outcomes need not match the whole.

molecule | ERG-DNA inh | HP1b binding inh | BAZ2B inh | G9a inh | GLS inh | JMJD2A Tudor | RGS4 inhibitor | ALOX12 inh | PI4K2A inh
C=C[C@H]1CN2CC[C@H]1C[C@H]2[C@H](O)c1ccnc2ccccc12 | 1% | 48%[activator] | -2% | -4%[59 µM] | -3% | -12% | 1% | -11% | -2
CC(C)(C)c1ccc(-c2c(C(=O)O)c(C(=O)O)c3n2CSC3)cc1 | 6% | 6% | ? | -20% | ? | -27% | -10% | ? | -6
Cc1ccc(NC(=O)Cn2cc(C(=O)c3ccccc3)c3ccccc32)c(C)c1 | 5% | 16% | 0% | -4%[59 µM] | 2% | -15% | 7% | -18% | -3
O=C(Nc1ccc2ccccc2c1)N1C[C@H]2C[C@@H](C1)c1cccc(=O)n1C2 | 22% | 6% | 9% | · | -1% | -14% | -12% | -2% | -3
COc1ccccc1-n1c(O)c(C=NCCN2CCNCC2)c(=O)[nH]c1=O | 4% | 43%[activator] | -37% | 45%[0.501 µM] | 16% | -9% | -9% | 56%[activator] | -1
CC(=O)N1N=C2C3CCN(CC3)C2C1c1ccc(F)cc1 (centres undefined) | 1% | 24% | 12% | 18% | 4% | -14% | 7% | -4% | 1
Nc1c(C(=O)NC2CCCC2)c2nc3ccccc3nc2n1CC1CCCO1 (centres undefined) | 12% | 232%[activator] | 122%[activator] | 166%[activator] | 2% | 107%[activator] | -40% | -1% | -1
C[n+]1c(-c2ccccc2)cc(-c2ccc(O)cc2)cc1-c1ccccc1 | 4% | 33% | -17% | 6% | 3% | -6% | 0% | 7% | 2
Cc1cc(Cc2c(O)[nH]c(=S)[nH]c2=O)ccc1OC(C)C | 7% | ? | -21% | 8.9µM* | 0% | 89µM* | ? | 20µM* | -9
CCOC(=O)c1c(C)n(C(C)C)c2ccc(OC)cc12 | 7% | 36% | 10% | 98%[activator] | -4% | 19% | 25% | 3% | -1
CCOP(=S)(OCC)N1CCOCCOCCN(P(=S)(OCC)OCC)CCOCCOCC1 | -5% | 72%[activator] | 38% | 1% | -6% | 38%[activator] | -5% | -10% | -2
O=C(c1cc2ccccn2n1)N1CCC2(CC1)OCCO2 | 2% | 26% | 13% | 6%[59 µM] | 2% | -3% | 7% | 13% | 5
Cc1nn(Cc2ccccc2)c(Cl)c1C(=O)NC1CCCc2ccccc21 (centres undefined) | 5% | 7% | 0% | ? | 0% | -16% | 15%[11.4 µM] | 1% | 5
Cc1cc(OC(=O)N(C)C)n(-c2ccccc2)n1 | -4% | -1% | 0% | 38% | 6% | -3% | 30% | -4% | 4
COc1cc(CN2CCCC(C(=O)c3sccc3C)C2)cc(Cl)c1O (centres undefined) | -1% | ? | ? | · | ? | -26% | 19% | ? | 0
CC(=O)N1CCC(N2CCCC(C(=O)c3cccc(Cl)c3)C2)CC1 (centres undefined) | 2% | 25% | -19% | 23% | 0% | -14% | 6% | -1% | 4
CC(C(N)=O)N1CC(c2ccccc2)CC1=O (centres undefined) | -9% | 22% | 3% | 36% | 11% | -1% | 35% | 6% | 0
O=C(NC1CONC1=O)OCC(Cl)(Cl)Cl (centres undefined) | -6% | 25% | 6% | -5%[59 µM] | 12% | -2% | 14% | -10% | -1
CCc1ccc(N2C(=O)NC(=O)/C(=C/c3cccn3CCOc3ccc(C)cc3)C2=O)cc1 | 11% | 36% | ? | 22%[59 µM] | 3% | -4% | -54% | ? | -10
COc1cc(C=C2C(=O)NC(=O)NC2=O)ccc1OS(=O)(=O)c1ccccc1[N+](=O)[O-] | -2% | ? | 50µM* | 10µM* | 32%[activator] | 32µM* | ? | ? | -20
Cc1ccc2c(c1)C1CN(C)CCC1N2C(=O)/C(C#N)=C/c1ccc2c(c1)OCO2 (centres undefined) | 21% | -5% | -11% | 5%[59 µM] | -9% | ? | -23% | 15% | -5
O=C(Nc1ccccc1)NC1CC2CCC(C1)N2 (centres undefined) | -3% | 34% | 5% | 8%[12.7 µM] | 3% | 5% | -11% | -4% | 6
COc1ccc(N=Cc2c(O)n(CC3CCCO3)c(=O)[nH]c2=O)cc1 (centres undefined) | -6% | 28% | 4% | -24%[59 µM] | 8% | -11% | 15% | 21% | -2
CCOc1ccc(-n2c(CC)nc3ccccc3c2=O)cc1 | -11% | 39% | 11% | 18% | -12% | -6% | -4% | 26% | 1
COc1ccc(C(C)=O)cc1CC(C(=O)c1ccc(C)cc1)N(C)C (centres undefined) | 1% | 18% | 1% | -5% | 7% | -17% | 2% | -1% | 1
CC12CCC(O)CC1CCC1C2CCC2(C)C(C(=O)CC(O)C(F)(F)F)CCC12 (centres undefined) | -5% | 37% | · | · | 2% | -4% | -39% | -2% | -2
CN1CCC(OC(=O)c2ccccc2)CC1 | 4% | 20% | 18% | ? | -3% | -12% | 5% | 24% | 0
O=c1ccc2cc(O[C@@H]3O[C@@H](CO)[C@H](O)[C@@H](O)[C@@H]3O)c(O)cc2o1 | -9% | 34% | 2% | -1% | 1% | 1% | -5% | 2% | 5
COc1ccccc1CCNCc1cc2c(cc1[N+](=O)[O-])OCO2 | 4% | -55% | 50µM* | 25µM* | 13% | 3.5µM* | -54% | ? | -5
COc1ccc2c(CCN)c[nH]c2c1 | -2% | 2% | -26% | 17%[59 µM] | 38% | -18% | 8% | ? | 2
O[C@@H]1CCCN2CCc3c([nH]c4ccccc34)[C@H]12 | 0% | 2% | · | · | -12% | -14% | 21% | 42%[activator] | -4
COC(=O)Cn1cc(C=C2C(=O)N(C)C(=O)N(C)C2=O)c2ccccc21 | -1% | 35% | -8% | · | 0% | -6% | -2% | -2% | -7
COc1ccc(NC(=O)c2c(C)nn(Cc3ccccc3Cl)c2Cl)cc1Cl | -4% | 1% | -6% | 40%[59 µM] | 3% | -2% | -5% | 8% | 7
COc1cccc(CNC2CN3CCC2CC3)c1OC (centres undefined) | · | 16% | 4% | ? | 4% | -12% | 0% | -19% | -1
C=Cc1ccc(Cn2c(C)c(CNCCc3cc(OC)ccc3OC)c(C(=O)O)c2C)cc1 | 0% | -3% | -35% | 7%[59 µM] | 2% | ? | -22% | ? | -2
COC1=C(OC)[C@]23CCc4ccc(OC)c(OC)c4[C@]2(CCN3C)CC1=O | 11% | 26% | · | · | 20% | -18% | 17% | 5% | -5
CC(O)C1C=CC=CC(=O)OC2CC3OC4C5OC5(C)C(O)CC4(COC(=O)C(O)C(C)CCO1)C2(C)C31CO1 (centres undefined) | 6% | 23% | · | · | -1% | -10% | -12% | 2% | 4
O=C(Nc1ccccc1F)Oc1cccc(OC(=O)Nc2ccccc2F)c1 | -14% | 43%[activator] | -10% | 1% | 6% | -1% | -18% | 0% | 3
NC(=O)c1c(Br)n(C2OC(CO)C(O)C2O)c2ncnc(N)c12 (centres undefined) | -4% | 12% | · | · | 0% | -17% | 5% | 6% | -7
CCOP(=O)(OCC)C(NC(=O)Cc1ccccc1)C(Cl)(Cl)Cl (centres undefined) | -1% | 46%[activator] | -12% | ? | 1% | -5% | -19% | -2% | -12
O=C(Nc1sc2c(c1C(=O)Nc1ccc(Cl)cc1)CCCC2)c1cccs1 | 7% | 24% | -2% | 21%[59 µM] | -2% | -9% | -25% | -25% | -2
CCCCN1C(=O)NC(=O)C2(Cc3ccccc3N3CCOCC32)C1=O (centres undefined) | 7% | -6% | 0% | -4% | 20% | -1%[57.1 µM] | 0%[11.4 µM] | 0% | 2
COc1ccc(CCC(=O)N2C[C@H]3C[C@@H](C2)c2cccc(=O)n2C3)cc1 | 14% | 34% | 27% | · | -1% | ? | 0% | 12% | 1
O=C1CN=C(c2ccccc2)c2cc(Cl)ccc2N1 | -23% | 22% | · | · | 2%&-3% | -14% | 17% | -13% | 1
O=c1cccc2n1CC1CC2CN(C(c2cccc(F)c2)c2sc3ncnn3c2O)C1 (centres undefined) | 13% | 32% | 11% | ? | 0% | 6% | 0% | 3% | 2
O=C(CCC(=O)Nc1ccccc1Cl)N/N=C/c1ccccc1 | 4% | 41%[activator] | 5% | 8%[59 µM] | -8% | -6% | 10% | -4% | 0
C[C@]12CCC3C(CC[C@H]4C[C@@H](O)CC[C@]34C)C1CCC2=O (some centres undefined) | 14% | 28% | · | · | -13% | -9% | -23% | · | 8
CC12CN3CC(C)(CN(C1)C3c1ccncc1)C2=O (centres undefined) | -1% | 33% | 2% | 9%[59 µM] | 5% | 5% | 8% | i | 13
CCCCc1nc2ccccc2c(=O)n1-c1cccc(OC)c1 | 4% | -7% | 6% | -8%[59 µM] | -2% | -8% | 18% | -2% | 3
